DRD3 antagonist – blocks the human D3 dopamine receptor | D3R cells, DiscoveRx beta-arrestin luminescence, antagonist mode; stronger effect = lower value | max response, negative = inhibition, % | hit rate 2.5% among 360,000; in the data active = max response below about -50%; inconclusive = no clear call, values can overlap the other calls; note: % is set by controls: 0 for no effect and ±100 for the full control effect; mostly tested at two doses, the higher about 12 µM
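Cells plated overnight at 1500 cells/well, then exposed to library compounds with dopamine controls for 90 minutes at 37 degrees C. DiscoveRx reagent added for 30–60 minutes at room temperature; luminescence read, quantitative HTS format.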
PTHR1 agonist – agonists of human PTHR1 parathyroid hormone receptor | Q03431 | HEK293 GP2 PTHR1 cells, GloSensor cAMP luminescence, 1 h | Potency, µM (highest dose often 115 µM), for inactives: at the highest dose activation, actives largely listed as activators | hit rate 0.075% among 410,000 | AID 743266; note: potency is the fitted concentration of half-maximal effect; nearly all actives have a fitted effect of over 55% in size; some results filed as inactive show a strong effect at the top dose; inactives centre near -15; many of its hits are not listed in these tables
Target sequence (Q03431 whole entry, looked up): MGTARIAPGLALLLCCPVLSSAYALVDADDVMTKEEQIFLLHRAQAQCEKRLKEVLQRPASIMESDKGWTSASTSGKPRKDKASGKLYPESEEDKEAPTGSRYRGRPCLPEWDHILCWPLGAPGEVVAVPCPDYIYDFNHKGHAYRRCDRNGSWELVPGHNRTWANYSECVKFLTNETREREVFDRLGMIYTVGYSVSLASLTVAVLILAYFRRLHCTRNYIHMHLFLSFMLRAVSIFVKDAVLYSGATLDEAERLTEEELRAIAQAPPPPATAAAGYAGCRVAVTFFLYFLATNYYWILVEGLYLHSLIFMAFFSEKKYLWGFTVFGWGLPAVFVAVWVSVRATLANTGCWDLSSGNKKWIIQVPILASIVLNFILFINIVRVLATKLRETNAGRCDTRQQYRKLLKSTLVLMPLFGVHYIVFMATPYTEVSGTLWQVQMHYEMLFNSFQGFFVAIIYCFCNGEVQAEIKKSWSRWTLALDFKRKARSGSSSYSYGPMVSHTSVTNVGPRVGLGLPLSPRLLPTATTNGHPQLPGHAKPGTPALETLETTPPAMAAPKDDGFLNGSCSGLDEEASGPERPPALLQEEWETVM
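HEK-293-derived GP2 cells expressing PTHR1 and a GloSensor cAMP reporter, 3,000/well, plated overnight, given luciferin plus IBMX (each 0.5 mM as added) for 1 h at 37 °C, then compound for 1 h at 37 °C. Luminescence was read after 15 min at room temperature.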
GLP1R inv ag – inverse agonists of human GLP-1 receptor | P43220 | HEK293 GLP-1R CRE-luciferase, luminescence, 24 h; GLP-1R form is constitutively active | Potency, µM (doses to about 38.3 µM), inactives show at the highest dose activity change, negative = inhibition, usual class: inhibitors | hit rate 1.6% among 410,000 | AID 624417; note: potency is the fitted concentration of half-maximal effect; % is set by controls: 0 for no effect and ±100 for the full control effect; nearly all actives have a fitted effect of over 55% in size
Target sequence (P43220 whole entry, looked up): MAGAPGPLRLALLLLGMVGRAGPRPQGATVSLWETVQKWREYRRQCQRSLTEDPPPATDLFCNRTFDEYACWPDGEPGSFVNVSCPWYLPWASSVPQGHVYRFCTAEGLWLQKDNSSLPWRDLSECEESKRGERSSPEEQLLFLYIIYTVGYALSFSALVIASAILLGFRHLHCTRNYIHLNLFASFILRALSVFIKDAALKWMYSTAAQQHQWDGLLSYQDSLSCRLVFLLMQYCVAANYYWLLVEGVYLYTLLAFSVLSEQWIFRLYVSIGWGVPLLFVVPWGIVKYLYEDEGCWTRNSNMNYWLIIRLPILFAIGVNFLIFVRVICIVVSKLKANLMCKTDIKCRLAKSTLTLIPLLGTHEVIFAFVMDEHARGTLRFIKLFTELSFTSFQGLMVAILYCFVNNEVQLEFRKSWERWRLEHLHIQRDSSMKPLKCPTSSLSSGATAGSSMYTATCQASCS
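HEK293 cells stably co-expressing constitutively active GLP-1R and a cAMP-responsive luciferase reporter were seeded in DMEM with 10% Nu serum, given compounds after 12 h, and incubated 24 h at 37 deg C. Luminescence was then read.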
aSyn yeast inh – alpha-synuclein toxicity inhibition in yeast | hit rate 0.14% among 370,000 | Potency, µM (titrated, usually from 46.1 µM), without a hit: top-dose growth rescue (activation), actives largely listed as activators | Yeast expressing alpha-synuclein, growth rescue, BacTiter-Glo, 24 h; note: potency is the fitted concentration of half-maximal effect; % of control where 0% means no effect; nearly all actives have a fitted effect of over 65% in size
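Rescue of yeast growth: cells expressing toxic alpha-synuclein, induced in galactose at OD600 0.02, incubated with compound 24 h at 30 C. ATP luminescence quantified growth; inhibitors of toxicity appear as activators.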
DRD3 agonist – activates the human D3 dopamine receptor; max activation, %; D3R DiscoveRx beta-arrestin cells, luminescence, 90 min; hit rate 0.58% among 410,000; in the data active = max activation above about 30%; note: 0% is about no effect; mostly tested at two doses, the higher about 12 µM
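Cells at 1500/well, incubated overnight, then treated with pinned compounds (dopamine as control) for 90 min at 37 degrees C. DiscoveRx reagent added for 30 - 60 minutes at room temperature; luminescence read.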
GLP-1R agonist – GLP-1 receptor (human) agonism | HEK293 GLP-1R CRE-luciferase, luminescence, 4-6 h; cells express a hypersensitive GLP-1R form | Potency, µM (series often up to 45.6 µM), for the others: at the top dose activation, usual class: activators | hit rate 0.007% among 380,000 | AID 624172; note: potency is the fitted concentration of half-maximal effect; % of control where 0% means no effect
GLP1R cytotox – cytotoxic in the GLP-1 receptor inverse agonist counter-screen | Potency, µM (top dose mostly 38.3 µM), for the others: at the highest dose activity change, negative = inhibition, usual class: inhibitors | HEK293 cAMP-luciferase reporter cells, luminescence, 24 h | AID 624418 | hit rate 0.13% among 410,000;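 note: loss of luciferase light is scored as toxicity; potency is the fitted concentration of half-maximal effect; % is set by controls: 0 for no effect and ±100 for the full control effect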
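Here, cytotoxicity is scored as loss of luminescence. The MLSMR collection was tested on cells seeded in medium containing 10% Nu serum, with a 24 hr compound exposure preceded by 12 hours of culture.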
TDP-43 yeast inh – TDP-43 toxicity inhibition in yeast | hit rate 1.8% among 410,000 | TDP-43 expressing yeast growth rescue, BacTiter-Glo, 24 h | AID 652104 | Potency, µM (series often up to 46.1 µM), for the others: at the top dose growth rescue (activation), usual class: activators; note: potency is the fitted concentration of half-maximal effect; % of control where 0% means no effect; nearly all actives have a fitted effect of over 50% in size
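Yeast cells expressing TDP-43 under galactose induction are exposed to compounds for 24 hr at 30 deg C. BacTiter-Glo luminescence measures growth, so protective compounds score as activators.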
KB-V1 cytotox – KB-V1 MDR subline cytotoxicity; KB-V1 MDR cells viability, CellTiter-Glo, 72 h; Potency, µM (highest dose often 46.1 µM), inactives show at the top dose activity change, negative = cytotoxicity, usual class: cytotoxic; AID 1347076; hit rate 3.4% among 400,000; note: potency is the fitted concentration of half-maximal effect; % is set by controls: 0 for no effect and ±100 for the full control effect; nearly all actives have a fitted effect of over 60% in size
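KB-V1 cells (P-gp-expressing MDR subline of KB-3-1) in phenol-red-free DMEM with 10% FBS were exposed to library compounds over a concentration series for 72 h at 37 degrees C. Viability read by CellTiter-Glo luminescence; concentration-effect curves fitted after normalization.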
The depositor's hits bear a star; i = inactive; ? = inconclusive; · = not tested or not shown; [ ] = dose if it differs, or a comment. Unless noted, calls come from the whole dose curve; as a rule, active = well fitted curve in the direction sought with a large enough effect; inconclusive = small, poorly fitted or top-dose-only effect, or another doubt; inactive = no such curve, though single readings can be large; an effect the other way counts as inactive or inconclusive.

SMILES | DRD3 antagonist | PTHR1 agonist | GLP1R inv ag | aSyn yeast inh | DRD3 agonist | GLP-1R agonist | GLP1R cytotox | TDP-43 yeast inh | KB-V1 cytotox
C=C(C)C1CCC2(C(=O)O)CCC3(C)C(CCC4C5(C)C(C=O)C(O)C(C)(C)C5CCC43C)C12 (stereo unspecified) | 1.4 | -27.5% | ? | 1.5% | 2.5 | -2.9% | -16.8% | 0.0% | -4.8%
COC(=O)C1=C(C)NC(C)=C(C(=O)OC)C1c1ccc(OC(=O)c2ccco2)cc1 | -16.7 | -6.4%[57.5 µM] | 23.4% | -1.7% | 0.1 | 14.6% | -20.1% | 4.4% | 4.6%
O=C(Nc1ncc(Cc2ccccc2)s1)C1CCCO1 (stereo unspecified) | 6.1 | i | ? | 2.5% | 0.0 | -2.0% | ? | 17.9% | 5.3%
O=C(c1cc(-c2cccs2)on1)N1CCCCC1 | 15.4 | -34.6%[inhibitor] | -17.3% | -17.9% | -5.3 | 1.3% | 1.5% | 19.3% | ?
Cc1ccc(-n2nnnc2SC(C)C(=O)Nc2ccccc2-c2ccccc2)cc1 (stereo unspecified) | -15.9 | -4.9% | ? | 9.0% | -0.3 | 15.5% | 12.4% | 1.4% | ?
O=C(Nc1ccc(Cl)cc1F)c1cnc2sc(N3CCOCC3)nn2c1=O | · | -23.9% | 5.4% | · | 2.0 | · | 0.4% | 26.4% | 3.3%
Cc1ccc(S(=O)(=O)N(C)c2ccc(OCC(=O)NC3=NCCS3)cc2)cc1 | 1.1 | -17.9% | -28.7% | 1.3% | 2.5 | 2.6% | -0.3% | -6.2% | 4.9%
CCN(CC)CCn1c(=N)n(CC(=O)c2ccc(C)cc2)c2ccccc21 | -10.0 | -20.8% | ? | 11.5% | -15.4 | 17.1% | -20.8% | 16.1% | -4.3%
O=C(NC1CCCCC1)C(=O)c1c[nH]c2ccccc12 | ? | i | ? | -2.1% | -5.6 | -0.2% | 4.0% | ? | ?
CC(=O)NN1C(=O)c2ccccc2NC1c1ccoc1 (stereo unspecified) | 7.5 | i | 16.1% | 0.5% | 0.9 | 3.7% | 2.2% | -12.7% | 27.3%
CN(C)C(=S)Oc1ccccc1-c1ccccc1OC(=S)N(C)C | 25.0 | i | -16.6% | -0.5% | -14.6 | 0.7% | 2.3% | 9.9% | 22.1%
CCC12CN3CC(CC)(CN(C1)C3c1cccc(OC)c1O)C2=O (stereo unspecified) | · | -15.8% | -4.2% | · | 1.2 | · | 1.8% | 21.8% | -5.8%
COc1ccc(NC(=O)C(C)N2c3cccc4cccc(c34)S2(=O)=O)cc1 (stereo unspecified) | 15.0 | i | ? | 1.6% | 3.9 | 3.9% | 4.9% | 7.3% | -8.6%
N#Cc1c(C(F)(F)F)cc(Cc2ccccc2)nc1SCC(=O)NCC(=O)O | 9.9 | -12.3% | 9.8% | 4.0% | 4.0 | -2.3% | 12.0% | 11.2% | 20.1%
COC(=O)CNC(=O)/C=C/c1cc(Br)ccc1OC | 0.1 | i | ? | 6.4% | -13.3 | 3.3% | -7.7% | ? | 11.1%
CCCCN(CC)C(=O)Cn1cnc2sc(C)c(S(=O)(=O)N3CCC(C)CC3)c2c1=O | 2.5 | -10.8% | -12.2% | 2.9% | -7.7 | 5.1% | -9.2% | -7.4% | -16.7%
COc1ccc(C(=O)NCCS(=O)(=O)N2CCN(C(=O)c3ccco3)CC2)cc1 | -0.8 | 6.0% | ? | -5.0% | -11.1 | 6.3% | -9.0% | -21.5% | -8.1%
CCOC(=O)c1sc2ccccc2c1S(=O)(=O)N1CCN(c2ccccc2F)CC1 | · | -15.5% | ? | · | -9.6 | · | 11.5% | 10.2% | 0.7%
COc1ccccc1C(=O)NCCCNc1nc2cc(C)cc(C)c2cc1C#N | 45.5 | i | -10.9% | 8.0% | 4.6 | -1.3% | 28.5% | 18.3% | ?
C=CCn1c(SCC(=O)c2c(N)n(C)c(=O)n(C)c2=O)nnc1-c1ccoc1C | 23.0 | i | 6.8% | 0.5% | 1.4 | -0.6% | -1.5% | 16.3% | 1.1%
COc1cc2c(cc1NC(=O)CSc1ccc(C)cc1)oc1ccccc12 | 10.6 | ? | 0.0% | 9.1% | 14.3 | 0.5% | 20.7% | -15.7% | 6.6%
COc1ccc(CC(CC(=O)O)C(=O)Nc2ccc(Cl)c(Cl)c2)cc1 (stereo unspecified) | -19.4 | -21.1% | -6.6% | -2.3% | -10.9 | -3.6% | -4.1% | -1.9% | -11.7%
CCc1nc(OCCN(CC)CC)c2oc3ccccc3c2n1 | ? | i | 84.3%[activator] | 7.3% | -2.3 | 7.8% | 1.5% | 14.7% | 0.0%
CCCc1nnc(NC(=O)CCC(=O)N2CCN(CCOc3ccc(C)cc3)CC2)s1 | -17.3 | -4.4%[57.5 µM] | -3.9% | 4.4% | 70.3* | -14.1% | -13.5% | 11.4% | ?
Cc1ccc(NC(=O)c2ccccc2)cc1-n1cnnn1 | -10.7 | -23.0% | -14.0% | 3.2% | 3.1 | 5.2% | 1.8% | -8.4%[9.22 µM] | 6.6%
Cc1sc2ncnc(SCC(=O)Nc3ccc(S(=O)(=O)N4CCOCC4)cc3)c2c1C | -23.9 | -20.7% | -21.6% | 0.2% | 2.2 | 18.8% | -0.9% | -20.1% | -1.8%
CNC(=O)NC(=O)COC(=O)CCc1nc(=O)c2ccccc2n1C | 7.4 | -2.0% | 9.2% | -4.0% | 7.4 | 14.1% | -14.7% | -10.9% | ?
Cc1ccc(-c2cc(C(=O)NC3CCCCC3)no2)cc1 | 2.5 | i | 33.5%[activator] | 1.4% | 3.7 | 9.0% | -11.9% | -3.2% | -8.0%
Cc1cc2nc(N)sc2cc1[N+](=O)[O-] | -4.5 | i | 10.2% | -21.8% | 2.6 | 9.0% | -11.8% | 23.7% | 0.0%
O=c1c2c(-c3ccc([N+](=O)[O-])cc3)ccnc2[nH]n1-c1ccccc1 | -28.7 | -5.8% | 19.4% | -2.4% | -10.9 | 0.0% | 2.6% | -1.8% | 0.0%
COc1cccc(CNC(=O)COC(=O)C2CCN(c3ccc(C(F)(F)F)cn3)CC2)c1 | 6.0 | i | 14.4% | 2.0% | 3.2 | -0.9% | -1.0% | 12.6µM* | 3.1%
COc1cccc(/C=C/c2nc(C#N)c(N3CCC(C(N)=O)CC3)o2)c1 | · | -14.4% | 3.9% | · | 0.1 | · | 233.6%[activator] | 8.8% | 4.6%
Cn1c(=O)c2c(-c3ccccc3)n(-c3cccc(O)c3)cc2n(C)c1=O | 31.7 | -19.3% | 14.7% | 1.5% | 4.7 | 0.9% | 4.0% | 19.9% | 0.0%
CC1CCN(C(=O)CN(Cc2ccc(Cl)cc2)S(C)(=O)=O)CC1 | -11.0 | -14.8% | ? | 13.1% | -12.0 | 3.0% | 0.5% | -24.0% | ?
CC(C)c1ccc(S(=O)(=O)N2CCN(C(C)C(=O)Nc3ccccc3-c3ccccc3)CC2)cc1 (stereo unspecified) | -21.5 | -1.0% | -0.2% | 6.4% | 2.4 | -6.2% | 22.3% | 4.9% | -12.2%
Cc1nc2ncnn2c(C)c1CCC(=O)N1CCOCC1 | ? | 21.7%[57.5 µM] | 0.0% | -10.3% | -20.0 | -15.8% | 11.4% | 1.5% | 6.0%
O=C(Nc1cc(N2CCCCC2)ncn1)c1ccc(F)cc1 | -6.9 | i | -28.7% | -3.7% | 0.9 | -2.9% | -8.2% | ? | 10.7%
Cc1ccc(OC(=O)c2ccncc2)c(C)c1 | -12.4 | i | 13.4% | 7.4% | 2.8 | 8.4% | 1.3% | ? | 3.8%
Cc1ccc(C)c(S(=O)(=O)NCC(=O)NCc2ccco2)c1 | 5.2 | i | 4.1% | -4.6% | -0.4 | -1.4% | 4.7% | -12.5% | -12.7%
COc1cc2c(c3ccccc13)CCCC2=O | 0.0 | -21.2% | 0.3% | 20.4% | -5.5 | 4.0% | -3.0% | 24.3% | 13.6%
Cc1cc(NS(=O)(=O)c2ccc(NC(=O)c3ccc([N+](=O)[O-])s3)cc2)nc(C)n1 | 18.0 | i | 27.8% | 3.7% | 1.4 | -0.8% | -2.3% | 15.6% | -3.7%
c1ccc2[nH]c(C3CC3)nc2c1 | 17.1 | -3.4% | 14.7% | -1.0% | 5.3 | 11.0% | 5.2% | -4.5% | ?
COc1ccc(NC(=O)N2CCCC2C(=O)Nc2ccc(C)cc2C)cc1 (stereo unspecified) | 5.4 | i | 3.8% | 0.8% | 8.7 | 0.3% | -0.4% | -2.0% | 0.7%
COCCn1c(SCC#N)nnc1-c1ccc(OC)cc1 | 10.4 | i | -10.8% | 1.3% | 16.3 | 0.7% | -18.4% | -3.5% | 3.6%
CC(NC(=O)c1cccc(S(=O)(=O)N2CCN(C)CC2)c1)C1CC2CCC1C2 (stereo unspecified) | 0.4 | -24.7% | -24.6% | -0.2% | -3.2 | 0.3% | 19.0% | 0.0% | ?
C#CCOCCOCCOCCNc1nc(N2CCN(C(=O)Cn3cc(CCO)nn3)CC2)nc(N2CCN(C(=O)[C@H]([C@@H](C)CC)n3cc(CCCCN)nn3)CC2)n1 | 25.6 | i | 16.4% | -1.7% | 0.0 | -0.9% | 5.9% | 15.2% | ?
O=C(CSc1ccc(Cl)cc1)NC(=O)NC1CCCC1 | -18.7 | -16.1% | ? | 9.7% | -25.8 | 0.9% | 10.3% | ? | -14.3%
CC1=C(c2ccccc2)C=NNCC1=O | 0.1 | -23.6% | -9.4% | 0.6% | 6.0 | 10.3% | -10.5% | 9.2% | 18.4%

The list is partial. The share of hits here may be higher or lower than overall.
